ST2 inh: inhibitors of human ST2 (IL1RL1) binding to IL-33, primary screen, biochemical, AlphaLISA; AlphaLISA ST2-Fc/biotin-IL-33 interaction, 1 h; Interleukin-1 receptor-like 1 (Homo sapiens), Q01638; 78,000 tested, 2.3% active; inhibition, % for hits at 17 µM; in the data active means inhibition above about 30%; inconclusive means mostly about 10% to 28%
Target sequence (Q01638 whole entry, looked up): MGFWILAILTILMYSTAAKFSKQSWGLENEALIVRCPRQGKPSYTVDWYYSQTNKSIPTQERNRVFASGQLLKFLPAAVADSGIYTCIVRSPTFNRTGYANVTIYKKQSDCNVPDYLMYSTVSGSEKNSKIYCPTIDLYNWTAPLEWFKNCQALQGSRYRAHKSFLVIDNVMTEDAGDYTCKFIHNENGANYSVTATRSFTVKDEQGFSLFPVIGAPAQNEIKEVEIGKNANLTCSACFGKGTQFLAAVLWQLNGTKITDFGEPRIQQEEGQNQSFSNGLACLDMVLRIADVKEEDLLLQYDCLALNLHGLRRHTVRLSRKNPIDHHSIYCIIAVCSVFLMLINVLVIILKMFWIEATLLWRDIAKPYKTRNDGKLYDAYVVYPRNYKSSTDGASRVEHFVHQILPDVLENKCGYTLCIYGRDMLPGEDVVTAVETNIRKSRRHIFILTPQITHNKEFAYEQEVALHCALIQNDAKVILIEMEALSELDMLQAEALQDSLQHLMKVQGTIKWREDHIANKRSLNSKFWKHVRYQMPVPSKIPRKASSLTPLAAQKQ
The depositor's hits bear a star; i = inactive; ? = inconclusive; ! = not active in a repeat. A portion of the library; rates above refer to the full screens.

SMILES	ST2 inh
O=C(CSc1nc(O)c(Cc2ccccc2)c(=O)[nH]1)N1CCCCC1	i
CC(=O)C1=C(C)Nc2ncnn2C1c1ccccn1 (centres undefined)	?
CC1CCCCN1S(=O)(=O)c1ccc(NC(=O)c2cncc(Br)c2)cc1 (centres undefined)	?
CC(=O)Nc1ccc(NC(=O)COc2ccc(Cl)cc2Cl)cc1	i
O=C(Cc1c[nH]c2ccccc12)N1CCC(O)(C(=O)O)CC1	?
C[C@](N)(Cc1ccc(O)c(O)c1)C(=O)O	i
Cc1nc(-c2ccccc2)c(C(=O)N2C[C@@H](N)C[C@H]2C(=O)NC(C)C)s1	i
COc1ccc2nc3sc(C(=O)NCCN(C)C)cc3cc2c1	i
CSc1nnc2c(n1)OC(c1ccccn1)Nc1ccccc1-2 (centres undefined)	i
Cc1nc(N2CCCCC2)c2c(C)c(C(=O)O)sc2n1	i
COc1ccc2cc3cc(C(=O)Nc4cc(C)c(Cl)cc4OC)oc3nc2c1	?
O=C1CC(c2cccs2)CC2=C1C(c1cc3c(cc1Cl)OCO3)Nc1ccccc1N2 (centres undefined)	i
CN1CCC(N(C)Cc2ccc(Cl)c(Cl)c2)CC1	?
O=C(CCC1=NS(=O)(=O)c2ccccc2N1)NCc1ccc2c(c1)OCO2	i
CC(=O)Nc1ccc(S(=O)(=O)N2CCN(C/C=C/c3ccccc3)CC2)cc1	i
O=C(NCc1cccnc1)c1ccc(Br)c(S(=O)(=O)N2CCCCC2)c1	i
COc1ccc(/C=C/C(=O)c2c(OC)cc(OC)c(CC=C(C)C)c2OC)cc1	i
CN(C)c1nc2c(c(=O)[nH]c(=O)n2C)n1CC(O)COc1ccc(Cl)cc1 (centres undefined)	i
COc1ccc(/C=C(/NC(=O)c2ccco2)C(=O)Nc2cccc(C(C)=O)c2)cc1	i
CC(C)c1nccn1CCCn1cnc(-c2ccccc2)c1-c1cnn(C)c1	i
C=CCNC(=O)c1ccc(OC)c([N+](=O)[O-])c1	i
CCOC(=O)c1oc2ccccc2c1NC(=O)C(c1ccccc1)c1ccccc1	i
COc1cc(C2C(C(=O)OC(C)C)=C(C)N=C3SCCC(=O)N32)ccc1OCCC(C)C (centres undefined)	i
Cn1c(=O)cc(SCC(=O)Nc2cccnc2)c2ccccc21	i
O=C(CSc1nc2c(sc3ccccc32)c(=O)n1CCO)NCC1CCCO1 (centres undefined)	i
Additional entries:
SMILES	ST2 inh
C=C1C(=O)OC[C@@H]1C/C=C(\C)CC1CC(C)C(=O)O1 (some centres undefined)	i
Cc1cc2c(cc1C)C(c1ccc(F)cc1)CC(=O)N2 (centres undefined)	i
O=S(=O)(NC1CCCCCCC1)c1cccc2nsnc12	i
O=C1N=C(N2CCCC2)S/C1=C/c1cccc(O)c1	i
C=CCC1Cc2ccccc2N1 (centres undefined)	?
O=S(=O)(Cc1noc([C@@H]2C[C@@H](O)CN2Cc2ccc(-c3ccccn3)cc2)n1)c1ccc(F)cc1	i
COc1ccc(NC(=O)CN2CCCN(Cc3cccc(F)c3)S2(=O)=O)c(OC)c1	i
CCNc1nc(NCC)n2c(SCC(=O)c3ccccc3OC(F)F)nnc2n1	i
CCOC(=O)CNC(=O)c1cc2c(=O)n3cccc(C)c3nc2n1C	i
CCCCN(C)Cc1cc(Br)c(O)c(OC)c1	i
CCCCCC(=O)N1CC[C@@H](CC(=O)N(C)CC#N)[C@@H](CC)C1	?
COC1=C(C2(O)CCCc3c2no[n+]3[O-])CCc2c1no[n+]2[O-] (centres undefined)	i
Cc1nn2c(=O)/c(=C/c3cn(-c4ccccc4)nc3-c3ccc(OC(C)C)cc3)sc2nc1=O	i
O=C(Cn1[nH]c(=O)ccc1=O)N1CCC(c2ccccc2Cl)C1 (centres undefined)	i
CCCCOc1ccc(NC(=O)C2CC2)cc1	?
Cc1ccc2oc(-c3ccc(NC(=O)c4cccc([N+](=O)[O-])c4)cc3)nc2c1	i
O=C(Nc1nc(-c2ccc(F)cc2)cs1)c1ccc(S(=O)(=O)N2CCCCC2)cc1	i
O=C(Nn1cnnc1)c1ccccc1Cl	56%*
O=C(NCCN1CCN(c2ccccc2F)CC1)c1ccc2nc3ccccc3c(=O)n2c1	?
NNC(=O)c1nnn(-c2nonc2N)c1-c1ccccc1	i
COc1ccccc1-n1c(SCC(=O)NCc2ccccc2)nc2c(c1=O)SCC2	?
CCCC(NC(=O)c1ccc[n+]([O-])c1)c1ccccc1 (centres undefined)	i
CCn1cnc2sc(C(=O)NCc3ccccn3)c(C)c2c1=O	i
CCCCOc1ccc(C2=N/C(=C\c3ccccc3OC)C(=O)O2)cc1	?
C=COCCNC(=O)C(=O)Nc1cccc(C(F)(F)F)c1	i
(next part)
SMILES	ST2 inh
CN(CCNC(=O)CC12CC3CC(CC(C3)C1)C2)S(C)(=O)=O	?
Cc1ccc(C(=O)N[C@@H]2C=C(C(=O)N[C@H](CC(C)C)C(N)=O)C[C@@H](O)[C@@H]2O)cc1	i
CCC1(CC)CCN(C(=O)c2nnc(COC)o2)C1	i
CCC(C)NC(=O)NCCc1nc2cccnc2n1Cc1ccccc1 (centres undefined)	?
Cc1ccc(S(=O)(=O)N(CC(=O)NC2CC2)C2CCCCC2)cc1	i
OC[C@@H]1O[C@H](CNC2CCOCC2)[C@H](N2CCCC2)[C@@H]1O	i
O=C(CN1CCN(Cc2ccc(Cl)cc2)C1=O)NCc1ccc(Cl)cc1	i
CCCCOc1ccccc1C(=O)N1CCC(N2CCCC2=O)CC1	i
Cc1ccc(-n2c(SC(C)c3ccccc3)nc3c(c2=O)SCC3)cc1 (centres undefined)	31%*!
C=CCN(CC=C)S(=O)(=O)c1ccc(C(=O)Nc2nnc(CSC)o2)cc1	i
COc1ccc(-c2ccc(-c3nc(C(C)C)no3)cn2)c2cccnc12	?
CC1CCN(C(=O)Nc2ccccc2)CC1	i
O=C(Nc1ccc(F)c(Cl)c1)c1cc(-c2ccc(Br)cc2)on1	i
CC(=O)c1ccc(OCCn2cnc3c(N)ncnc32)cc1	i
Cc1cc([N+](=O)[O-])nn1CCCC(=O)Nc1cc(Cl)ccc1Cl	i
CC(C)Cn1cc(C(=O)N2CCN(c3ccccn3)CC2)c2c3ccccc3n(C)c2c1=O	i
O=C(Cn1cncn1)N(CC1CCN(C2Cc3ccccc3C2)CC1)CC1CCCO1 (centres undefined)	i
O=C(Nc1ccncc1)c1c(O)c2ccccc2[nH]c1=O	i
C=CCNC(=O)c1cccc([N+](=O)[O-])c1	i
O=C1C[C@H]2CC[C@@H](CN1)N2C(=O)Cc1c[nH]c2ccccc12	i
O=C1c2ccccc2C(=O)C1c1nc2ccccc2[nH]1	i
COc1cccc(C(=O)NCCN2CCN(c3ccc(Cl)cc3)CC2)c1	?
Cc1ccccc1N1CCN(C(=O)c2ccc(OC3CCN(C(=O)C4CC4)CC3)cc2)CC1	i
CNC(=O)c1cccc(CNC(=O)CC2C(=O)NCCN2Cc2ccccc2)c1 (centres undefined)	i
COc1cccc(-c2cc(C(=O)Nc3sc4c(c3C#N)CCC4)no2)c1	i
Further entries.
SMILES	ST2 inh
COC(=O)[C@@H]1Cc2ncn(C(C)C)c2CN1S(=O)(=O)c1ccc(F)cc1	i
Cc1cc(NCCCO)n2c(nc3ccccc32)c1C#N	?
CCOC(=O)C1=C(C)OC(N)=C(C#N)C1c1ccc(N(C)C)cc1 (centres undefined)	i
COc1ccc2nc(NC(=O)c3ccccc3Br)sc2c1	i
Cc1c(C(=O)N2CCc3ccccc3C2)oc2ccc(S(=O)(=O)N3CCCCCC3)cc12	i
COc1ccccc1N1COc2ccc3c(C)cc(=O)oc3c2C1	i
CC1(C)CC(=O)N(CC(=O)O)c2ccccc2S1	i
O=C(CSc1nc(O)c(Cc2ccccc2)c(=O)[nH]1)Nc1nc2ccccc2s1	i
O=C(CC[C@@H]1CNC(=O)[C@@H]2C[C@H](NC(=O)c3ccc(F)c(Cl)c3)CN12)NCc1ccccc1	i
Cc1ccc(-n2c(=O)c3c(C)c(C)sc3n(CC(=O)NCc3ccco3)c2=O)cc1C	i
CN1CC2(CCCN(C(=O)c3ccc(Cn4ccnc4)o3)C2)OC1=O (centres undefined)	i
CC(=O)N1CCc2c(sc(NC(=O)CCOc3ccccc3)c2-c2nc3ccccc3s2)C1	i
Cc1nnc([C@H]2CCN(Cc3ccccc3F)C2)o1	i
O=C(O)COc1ccc(/C=C2\C(=O)NC(=O)N(c3cccc(F)c3)C2=O)cc1Cl	i
CCN(CC)S(=O)(=O)c1ccc(C(=O)N=c2sc3cc(OC)ccc3n2CC)cc1	i
Cc1cc(N(C)C)nc(N2CCN(S(=O)(=O)c3ccc(Cl)cc3)CC2)n1	?
O=C(CCn1ccc(=O)[nH]c1=O)N1CC(c2ccccn2)C1	i
O=C(Nc1ccc2c(c1)OCO2)c1noc2c1CCCCC2	?
CC12c3ccccc3C(c3ccccc31)C1C(=O)N(c3ccc(C#N)cc3)C(=O)C12 (centres undefined)	i
Cc1ccc(C(=O)N(c2ccc(F)cc2)C2C=CS(=O)(=O)C2)cc1 (centres undefined)	i
CCC(=O)Nc1cccc(C(=O)N2C[C@]3(C)C[C@H]2CC(C)(C)C3)c1	i
COCCNC(=O)c1ccc(Cn2c(=O)c3cc(OC)c(OC)cc3n(CC(=O)NC(C)C)c2=O)cc1	i
CCCn1c(=O)c2[nH]c(-c3ccc(S(=O)(=O)O)cc3)nc2n(CCC)c1=O	i
CCOC(=O)c1nn(Cc2cccc(OC)c2)c2c1CN(C(=O)c1[nH]c(C)cc1C)CC2	i
N#CC1=C(N)Oc2cc(O)c(Cl)cc2C1c1ccc(F)cc1 (centres undefined)	i

A draw from above in order of number of heavy atoms, smallest number first.
SMILES	ST2 inh
N#CC1=C(N)Oc2cc(O)c(Cl)cc2C1c1ccc(F)cc1 (centres undefined)	i
CN1CC2(CCCN(C(=O)c3ccc(Cn4ccnc4)o3)C2)OC1=O (centres undefined)	i
CC12c3ccccc3C(c3ccccc31)C1C(=O)N(c3ccc(C#N)cc3)C(=O)C12 (centres undefined)	i
CC(=O)N1CCc2c(sc(NC(=O)CCOc3ccccc3)c2-c2nc3ccccc3s2)C1	i
COCCNC(=O)c1ccc(Cn2c(=O)c3cc(OC)c(OC)cc3n(CC(=O)NC(C)C)c2=O)cc1	i

More results follow.
SMILES	ST2 inh
Cc1c(C(=O)N2CCCC2)c(S(=O)(=O)NCCc2ccc(S(N)(=O)=O)cc2)c(C)n1C	i
CCC(C)NC(=O)C1(C)CCC(=O)N1Cc1ccccc1OC (centres undefined)	i
Cc1cccc(C)c1NC(=O)NC1CCCCC1	i
CCN(CC)c1ccc(C2CC(=O)C3=C(C2)Nc2ccccc2N(C(C)=O)C3c2ccco2)cc1 (centres undefined)	?
Cc1cc(Nc2cccc(C(=O)O)c2)n2ncnc2n1	i
COc1ccc(-c2cc(C(F)(F)F)nc(NCc3cccs3)n2)cc1	i
CCCc1nc2nc[nH]n2c(=O)c1NC(=O)Nc1ccc2c(c1)OCO2	i
O=C(O)C(O)C(O)c1nc2ccccc2[nH]1 (centres undefined)	i
COc1ccc2nc3oc(C(=O)N4CCN(c5cccc(Cl)c5)CC4)cc3cc2c1	i
Nc1nonc1-c1noc(CCCN2C(=O)c3ccccc3C2=O)n1	i
CCCc1nc2nc[nH]n2c(=O)c1NC(=O)Nc1ccccc1	i
Cc1ccc(NC2=NS(=O)(=O)c3ccccc32)c([N+](=O)[O-])c1	i
CC1=C(C(=O)Nc2ccc(C)cc2C)C(c2ccc(N(C)C)cc2)NC(=O)N1 (centres undefined)	?
CCOCC(=O)Nc1c(C(=O)Nc2ccccc2F)oc2ccccc12	i
COc1ccc(-c2nc(N3CCCC3)[nH]c(=O)c2C#N)cc1	i
COC(=O)c1ccc(CN2CCC3(CC2)C(=O)N(CCCc2ccncc2)C(=O)N3C)cc1	?
Nc1ccc2c(c1)S(=O)(=O)c1cc(N)ccc1O2	i
O=C(Nc1cccnc1)c1cccc(C(=O)Nc2cccnc2)n1	?
COc1ccc(C(=O)N2CCC(C(=O)N3CCC(Cc4ccccc4)CC3)CC2)cc1	i
COCCCNC(=O)c1oc2ccc(S(=O)(=O)N(C)C3CCCCC3)cc2c1C	i
Cc1ccc2c(c1)C(O)(C1COC(C)(C)CC1=O)C(=O)N2 (centres undefined)	i
Cc1cc(C)c(Nc2ncnc(N)c2[N+](=O)[O-])c(C)c1	i
CC(C)Cn1nc(-c2ccccc2)c2ccccc2c1=O	i
Cc1ccc(S(=O)(=O)Nc2ccc(I)cc2)cc1C(N)=O	i
CC(C)N1CCN(C(=O)C2CCCN(Cc3ccco3)C2)CC1 (centres undefined)	i

Not a retest: entries from further up.
SMILES	ST2 inh
COC(=O)c1ccc(CN2CCC3(CC2)C(=O)N(CCCc2ccncc2)C(=O)N3C)cc1	?
Nc1ccc2c(c1)S(=O)(=O)c1cc(N)ccc1O2	i
O=C(Nc1cccnc1)c1cccc(C(=O)Nc2cccnc2)n1	?
COc1ccc(C(=O)N2CCC(C(=O)N3CCC(Cc4ccccc4)CC3)CC2)cc1	i
COCCCNC(=O)c1oc2ccc(S(=O)(=O)N(C)C3CCCCC3)cc2c1C	i
Cc1ccc2c(c1)C(O)(C1COC(C)(C)CC1=O)C(=O)N2 (centres undefined)	i
Cc1cc(C)c(Nc2ncnc(N)c2[N+](=O)[O-])c(C)c1	i

Compounds shown so far that have a CF3 group (2):
SMILES	ST2 inh
C=COCCNC(=O)C(=O)Nc1cccc(C(F)(F)F)c1	i
COc1ccc(-c2cc(C(F)(F)F)nc(NCc3cccs3)n2)cc1	i

More records
SMILES	ST2 inh
CCCCOc1ccc(-c2nnc3n2N=C(c2cccs2)CS3)cc1	i
CC(C)Cn1c(-c2ccc(S(=O)(=O)N3CCCC3)cc2)csc1=Nc1ccccc1	?
COc1ccc2[nH]cc(CCNC(=O)c3ccc([N+](=O)[O-])cc3)c2c1	?
CCOC(=O)COc1cc2c(C(=O)OC)c(C)oc2cc1Br	i
CCCc1ccc(S(=O)(=O)N2CCN(c3cc(-c4ccccc4C)ncn3)CC2)cc1	i
Cc1ccc(F)cc1NC(=O)COc1ccc(Cl)cc1	i
COc1ccccc1N(CC(=O)Nc1ccc(CSc2ccccc2)cc1)S(C)(=O)=O	i
Cc1nc(N2CCC(C(=O)N3CCCC(c4ccccc4)CC3)CC2)nc2ccccc12 (centres undefined)	?
OC[C@H]1O[C@@H](OC[C@H]2O[C@@H](OC/C=C/c3ccccc3)[C@H](O)[C@@H](O)[C@@H]2O)[C@@H](O)[C@@H]1O	i
O=S(=O)(Nc1ccc(Cl)c(Cl)c1)c1ccc(F)cc1	i
